Assay outcomes (PubChem)
Glioma ERSR ind = qHTS for Inducers of the Endoplasmic Reticulum Stress Response (ERSR) in Human Glioma: qHTS. U87-MG GRP78 promoter luciferase reporter, 16 h. Potency, µM, inactives show at the highest dose activation, hits mostly activators. 420,000 compounds, 0.02% hits; note: potency is the fitted concentration of half-maximal effect; series mostly up to about 76 µM; % of control where 0% means no effect; nearly all actives have a fitted effect of over 35% in size
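ERSR induction read as luciferase luminescence (Bright-Glo, 10 min at room temperature) in stably transfected human U87-MG glioma cells exposed to compounds for 16 h, using GRP78 as sensor.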
D1 antagonist = Antagonist of Human D 1 Dopamine Receptor: qHTS; D(1A) dopamine receptor (Homo sapiens), P21728; HEK293 TREx D1 cells, calcium flux, dopamine EC80; active compounds read low; activity change, negative = inhibition, % at 10 µM; 360,000 compounds, 3.2% hits; AID 504652, 2011; in the data active = activity change below about -30%; note: % is set by controls: 0 for no effect and ±100 for the full control effect
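Compound effects on dopamine-evoked calcium signalling were measured in tetracycline-induced HEK293 Trex D1 cells. Dopamine at EC80 followed a 180 s compound pre-read, and fluorescence was tracked kinetically for 180 s more.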
D1 potentiator = Potentiators of Human D1 Dopamine Receptor: qHTS. HEK293 TREx D1 cells, calcium flux, dopamine EC20 potentiation. potentiation, % at 10 µM. 360,000 compounds, 0.036% hits; in the data active = potentiation above about 30%; note: 0% is about no effect
Vif-APOBEC3G blk = qHTS for Inhibitors of Vif-A3G Interactions: qHTS. DNA dC->dU-editing enzyme APOBEC-3G (Homo sapiens), Q9HC16. HeLa A3G-eYFP + Vif (tagged APOBEC3G with the HIV-1 protein that degrades it), YFP fluorescence, overnight. Potency, µM (series often up to 46.1 µM), without a hit: at the highest dose activity, negative = active, usual class: inhibitors. 410,000 compounds, 0.076% hits;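 note: potency is the fitted concentration of half-maximal effect; % is set by controls: 0 for no effect and ±100 for the full control effect; nearly all actives have a fitted effect of over 60% in size; hits raise eYFP signal because A3G escapes Vif-driven loss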
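Read-out is eYFP fluorescence (Ex 488/Em 500-530) from Vif-expressing HeLa A3G-eYFP cells; more signal means A3G escaped Vif-mediated degradation. Cells plated overnight, compound pinned in, incubated overnight at 37 deg C.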
D2 potentiator = HTS Assay for Positive Allosteric Modulators of the Human D2 Dopamine Receptor: Primary Screen for Potentiators. HEK293 T-REx D2, calcium flux, EC20 dopamine potentiation. potentiation, % at 10 µM. D(2) dopamine receptor (Homo sapiens), P14416. 340,000 compounds, 0.34% hits;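 active = potentiation over 3 SD above the plate norm, cut at about 30% in these data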; note: 0% is about no effect
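Potentiation of an EC20 dopamine calcium response is measured in a force-coupled, tetracycline-inducible Hek293 Trex D2 line. Compound-only kinetic reads over 180 s flag agonists before dopamine addition.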
D1 agonist = Allosteric Agonists of the Human D1 Dopamine Receptor: qHTS; D(1A) dopamine receptor (Homo sapiens), P21728; HEK293 T-REx D1 cells, calcium flux, agonist mode; activation, % at 2 µM; 360,000 compounds, 1% hits; AID 504660, 2011; in the data active = activation above about 30%; note: 0% is about no effect
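Inducible HEK293 T-REx D1 cells, force-coupled to calcium signalling, were plated at 4000 cells/well with tetracycline and held overnight at 30 C. After no-wash calcium dye loading, compound-evoked calcium rise over 180 s flagged agonists.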
Vif-A3F inh = qHTS for Inhibitors of Vif-A3F Interactions: qHTS; HeLa A3F-eYFP + Vif (tagged APOBEC3F with the HIV-1 protein that degrades it), YFP fluorescence increase; Potency, µM (highest dose often 46.1 µM), for inactives: at the highest dose activity, negative = active; 390,000 compounds, 0.2% hits; AID 602313, 2012; note: potency is the fitted concentration of half-maximal effect; % of control where 0% means no effect; nearly all actives have a fitted effect of over 65% in size
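HeLa cells stably expressing A3F-eYFP plus Vif, plated and incubated overnight at 37 deg C, then exposed to compounds overnight at 37 deg C. Blocked degradation read as raised yellow fluorescence (Ex 488/Em 500-530).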
RXFP1 antagonist = qHTS Assay for Antagonists of the Relaxin Receptor RXFP1; Relaxin receptor 1 (Homo sapiens), Q9HBX9; HEK293-RXFP1, relaxin-stimulated cAMP HTRF, 30 min; active compounds read low; activity change, negative = inhibition, % at 57.5 µM; 350,000 compounds, 0.59% hits;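 active = activity change of -60% or lower, but not beyond a set lower limit; inconclusive = change between -60% and -40%, or beyond the set limit; inactive = change above -40%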; note: % is set by controls: 0 for no effect and ±100 for the full control effect
Target sequence (Q9HBX9 whole entry, looked up): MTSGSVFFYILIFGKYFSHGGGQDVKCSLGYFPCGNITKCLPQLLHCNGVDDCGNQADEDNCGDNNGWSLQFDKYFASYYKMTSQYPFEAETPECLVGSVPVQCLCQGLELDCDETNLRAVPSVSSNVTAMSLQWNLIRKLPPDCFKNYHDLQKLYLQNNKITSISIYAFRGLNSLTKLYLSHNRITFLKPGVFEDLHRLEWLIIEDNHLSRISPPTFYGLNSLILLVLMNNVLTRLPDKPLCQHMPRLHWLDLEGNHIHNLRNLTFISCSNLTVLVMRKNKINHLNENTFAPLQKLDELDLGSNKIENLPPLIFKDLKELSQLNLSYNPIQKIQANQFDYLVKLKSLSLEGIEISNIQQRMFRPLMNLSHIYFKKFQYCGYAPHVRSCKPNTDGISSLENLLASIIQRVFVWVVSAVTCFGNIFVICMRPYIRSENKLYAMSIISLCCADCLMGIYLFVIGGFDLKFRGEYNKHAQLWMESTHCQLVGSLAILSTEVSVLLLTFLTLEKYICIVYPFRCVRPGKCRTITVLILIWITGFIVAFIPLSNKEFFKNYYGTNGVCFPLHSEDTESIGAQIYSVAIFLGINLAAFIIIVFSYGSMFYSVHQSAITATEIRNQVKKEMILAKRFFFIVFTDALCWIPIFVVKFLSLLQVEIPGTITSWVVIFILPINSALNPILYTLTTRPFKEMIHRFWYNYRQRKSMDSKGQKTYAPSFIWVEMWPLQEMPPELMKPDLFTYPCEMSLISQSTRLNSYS
RXFP1 agonist = qHTS Assay for Agonists of the Relaxin Receptor RXFP1. Relaxin receptor 1 (Homo sapiens), Q9HBX9. HEK293T-RXFP1 cAMP TR-FRET, 30 min; response scale: percent of porcine relaxin response, buffer zero. Potency, µM (series often up to 57.5 µM), without a hit: top-dose activation, usual class: activators. 370,000 compounds, 0.3% hits. AID 2676, 2010; note: potency is the fitted concentration of half-maximal effect; % is set by controls: 0 for no effect and ±100 for the full control effect; nearly all actives have a fitted effect of over 60% in size; many of its hits are not listed in these tables
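cAMP rise read by TR-FRET after 30 min, 37C compound exposure (up to 58 uM) in RXFP1-transfected HEK293 cells with Ro 20174 present. EC50 from Hill-equation fits, with 29 nM porcine relaxin as 100% and buffer as basal.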
Active calls of the source: *; ? = inconclusive; . = no result given; & = joins results of further samples. Unless noted, calls come from the whole dose curve; as a rule, active = well fitted curve in the direction sought with a large enough effect; inconclusive = small, poorly fitted or top-dose-only effect, or another doubt; inactive = no such curve, though single readings can be large; an effect the other way counts as inactive or inconclusive. An excerpt, so the mix of outcomes need not match the whole.

Glioma ERSR ind,D1 antagonist,D1 potentiator,Vif-APOBEC3G blk,D2 potentiator,D1 agonist,Vif-A3F inh,RXFP1 antagonist,RXFP1 agonist,SMILES
-12.4%,-15.7,-7.8,0.0%,-3.4,2.2,1.7%,3.3,4.4%,CCn1cc(C(=O)N[C@@H](CCSC)C(=O)NCCCO)c(=O)c2cc3c(cc21)OCO3
0.4%,8.4,-8.2,-0.1%,10.4,1.0,9.3%,-32.7,2.1%,COC(=O)c1ccc(N2CCN(C(C)=O)CC2)c(NC(=O)COc2ccccc2C)c1
0.6%,.,.,5.7%,.,.,0.5%,-1.3,.,O=C(/C=C/c1cccc(C(F)(F)F)c1)OCC(=O)N1CCN(c2ccccc2)CC1
-7.8%,-7.5,-0.7,?,-3.9,12.4,?,-16.6,10.0%,CCCCN1/C(=C/c2ccc3ccccc3[n+]2CC)Sc2ccccc21
-5.2%,.,.,-4.4%,.,.,-3.9%,-2.5,.,CCc1c(N=O)c(-c2ccccc2)n(O)[n+]1[O-]
-7.0%,-11.1,3.5,2.2%,.,-0.6,-1.6%,-3.6,3.7%,NC(=O)NC(Cc1ccccc1)C(=O)O (configuration not stated)
-4.3%,-3.8,0.3,0.0%,1.5,3.6,0.6%,-9.0,3.1%,COc1ccc(CCNC(=O)c2nnc(CS(=O)(=O)c3ccccc3)o2)cc1OC
-2.7%,-5.5,-3.0,2.6%,1.6,1.1,-4.7%,.,-2.2%,COc1ccc(C(=O)NCCn2cc(SCc3ccc(C(F)(F)F)cc3)c3ccccc32)cc1OC
2.0%,-3.6,-2.6,1.7%,13.8,1.5,-9.3%,-8.0,-1.5%,CCCCOC(=O)c1ccc(NC(=O)c2cc(Cl)c(Cl)cc2C(=O)O)cc1
-1.9%,25.1,-3.8,-3.3%,-26.2,-4.0,4.9%,-3.3,-0.9%,CCCCN(Cc1ccccc1)C1CCN(Cc2ccccc2)CC1
-2.6%,3.1,-5.7,-8.3%,2.1,-0.1,3.3%,-8.2,-0.2%,Cc1ccc(S(=O)(=O)NCCC(=O)N2CCOCC2)cc1C
-1.5%,-15.4,-3.2,-2.6%,-6.6,3.4,-4.4%,-3.9,-3.5%,N#CNC(=Nc1ccc(Cl)cc1)Oc1ccccc1
-4.1%,-7.9,-5.9,2.6%,-14.3,1.2,-0.5%,4.3,0.6%,CCOC(=O)C1(Cc2ccccc2)NC(c2ccccc2F)C2C(=O)N(CC)C(=O)C21 (configuration not stated)
-1.5%,-14.7,-3.0,0.1%,0.5,3.4,-0.5%,-8.3,-0.7%,COc1cccc(CNC(=O)Cn2nc(N3CCN(c4ccccc4OC)CC3)ccc2=O)c1
-2.6%,-2.0,2.5,-2.2%,-6.2,-0.3,-7.8%,-2.1,-0.5%,NS(=O)(=O)c1ccc2c(c1)C(=NO)c1cc(S(N)(=O)=O)ccc1-2
2.6%,7.1,-6.0,-0.9%,9.4,-0.1,4.6%,2.4,0.0%,COc1cccc(NC(=O)c2ccccc2Br)c1
3.8%,6.5,0.8,-4.1%,-5.1,2.5,3.2%,-17.5,0.8%,CN(C)S(=O)(=O)c1cccc(NC(=O)/C=C/c2ccccc2[N+](=O)[O-])c1
-1.9%,-2.0,1.6,3.9%,-5.9,12.0,-0.6%,-22.2,1.7%,CCOC(=O)c1cc(-c2csc(COc3ccccc3Cl)n2)on1
-2.0%,-83.6*,-6.2,2.3%,4.9,-1.0,0.2%,-4.2,2.0%,CCOCCCNC(=O)C1CCN(C(=O)c2cc3sccc3n2C)CC1
-8.7%,6.8,-11.2,0.0%,-14.9,10.7,-21.8%,-1.6,0.3%,CC(CCc1ccc(O)cc1)NCc1ccc(Cl)cc1Cl (configuration not stated)
-4.5%,3.0,-4.2,2.0%,-7.2,4.0,1.0%,-4.5,6.7%,COc1ccc(C(=O)OC2CCCCC2CN(C)C)cc1 (configuration not stated)
-3.4%,31.8,5.4,-6.4%,-9.6,-1.4,2.7%,.,5.6%,CCSc1nnc2c(n1)OC(c1ccc(C)cc1)N(C(C)=O)c1ccccc1-2 (configuration not stated)
3.0%,-4.7,-0.1,-8.0%,0.4,2.2,-1.1%,-13.3,0.0%,O=C(O)Cn1cc(/C=C2/NC(=O)N(c3ccc(Cl)cc3)C2=O)c2ccccc21
-4.0%,-0.7,1.1,-1.5%,.,1.1,-8.9%,4.0,10.6%,Cc1ccc(NC(=O)CSc2nc3c(c(=O)n(C)c(=O)n3C)n2C)cc1
-0.6%,-24.0,-6.8,-5.9%,5.3,7.6,-10.9%,4.5,-0.7%,CCOC(=O)C1=C(COC(=O)C(CC)Oc2ccccc2)NC(=O)NC1C (configuration not stated)
-2.1%,-12.4,-8.0,-1.9%,10.8,1.9,-0.2%,2.1,10.6%,Cc1ccc(Oc2nc3c(c(=O)n(Cc4ccccc4)c(=O)n3C)n2C)cc1C
-0.9%,-2.6,6.0,1.0%,-4.6,2.2,2.4%,-8.9,-0.4%,O=C(COC(=O)c1ccccc1Cc1ccccc1)NC1CCS(=O)(=O)C1 (configuration not stated)
-10.1%,2.9,-1.4,-6.8%,0.1,4.7,5.3%,-0.2,-1.3%,O=C(COC(=O)c1ccccc1NC(=O)c1ccco1)Nc1ncc(Cl)cc1Cl
-3.4%,-6.6,-6.3,-1.2%,-4.3,0.6,3.8%,6.1,-1.8%,CCN(CC)CC(=O)Nc1ccc2c(c1)N(C(=O)CN(CC)CC)c1ccccc1CC2
-3.2%,3.6,-6.0,-25.3%,4.6,-1.0,1.1%,-14.2,-5.0%,CCC1CCCCN1Cc1c(O)ccc2c(=O)c(Oc3ccccc3Cl)c(C(F)(F)F)oc12 (configuration not stated)
-2.7%,-8.9,-2.7,0.1%,4.6,-1.1,-3.9%,6.1,0.3%,O=C(C(Cc1ccccc1)N1C(=O)C2C3CCC(C3)C2C1=O)N1CCCCC1 (configuration not stated)
-4.1%,-5.9,3.1,-0.5%,-0.6,5.9,-3.3%,14.0,-1.4%,C=CCOc1ccc(C=Nc2ccc(Cl)cc2)c(O)c1
-3.9%,-3.9,-4.5,-12.0%,-2.2,6.7,-11.1%,-22.6,0.4%,CCOC(=O)Cc1c(C)nc(SC)[nH]c1=O
1.4%,-23.5,1.1,-1.2%,-4.5,2.5,1.3%,-1.2,1.5%,COc1ccc(CC(=O)N2CCC(n3nccc3NC(=O)C3CC3)CC2)cc1
-3.5%,5.2,3.5,7.7%,0.1,0.5,-5.5%,-9.2,1.6%,CCN(CC)C(=O)C(=O)c1cccn1-c1cccc(OC)c1C#N
-3.1%,11.0,-8.8,0.0%,4.5,2.1,-2.9%,11.5,2.0%,NS(=O)(=O)c1ccc(CNC(=O)c2ccc(S(=O)(=O)NCc3ccco3)cc2)cc1
2.4%,-14.3,6.0,-2.9%,2.5,3.0,-8.5%,9.1,5.9%,CNc1c([N+](=O)[O-])cnn1-c1ccc(F)cc1
-1.1%,15.8,5.8,-10.2%,-0.6,4.7,-1.9%,6.3,3.3%,COc1ccc(-c2cn3nc(C)c(C)nc3n2)cc1OC
?,-10.4,-5.2,?,3.7,1.3,5.7%,2.1,7.5%,NC(=O)c1ccc(NC(=O)C#Cc2ccccc2)cc1
-2.0%&-1.9%,-8.8&-5.5,0.7&-1.9,0.3%&-0.7%,13.8&14.3,16.3&7.6,2.7%&-3.9%,1.6&-3.4,9.1%&2.6%,COC(=O)c1nnn(CC(=O)NC(=O)Nc2c(C)cccc2C)c1C(=O)OC
-2.4%,-6.0,-4.5,-6.2%,1.3,2.3,1.1%,.,-0.6%,c1ccc(-c2cn(C[C@H]3CC[C@H](Cn4cc(-c5ccccn5)nn4)O3)nn2)nc1
-3.9%,-3.7,0.7,-2.3%,1.4,-0.5,-1.8%,-4.2,-3.1%,Cc1ccc(-c2n[nH]c(=S)n2/N=C/c2cccs2)cc1
-0.3%,-9.1,4.6,-6.0%,0.2,3.3,4.6%,8.3,0.1%,CSCCC1NC(=O)N(CC(=O)Nc2c(Cl)cc(Cl)cc2Cl)C1=O (configuration not stated)
0.1%,-12.0,2.7,-4.1%,3.0,1.4,-3.9%,-0.1,-1.7%,COc1ccc(NC(=O)CS(=O)CC(=O)NC2CCCc3ccccc32)cc1 (configuration not stated)
-4.2%,-35.1*,-7.2,4.7%,-2.5,12.3,2.3%,-7.6,-2.1%,COc1ccc(CCNC(=O)C(=O)NCC2OCCN2S(=O)(=O)c2ccc(OC)cc2)cc1 (configuration not stated)
-2.7%,2.8,-1.6,0.4%,-27.0,-0.5,0.9%,-6.0,1.8%,CCOC(=O)C1CCCN(CCC(=O)Nc2ccc(OC)cc2OC)C1 (configuration not stated)
-4.9%,-4.8,-2.0,-1.0%,-1.8,-1.8,-19.7%,13.5,-0.5%,COc1ccccc1N1CCN(C(=O)CCCN2C(=O)c3cccc4cccc(c34)C2=O)CC1

Part of the list above, as comma-separated lines:
structure,Glioma ERSR ind,D1 antagonist,D1 potentiator,Vif-APOBEC3G blk,D2 potentiator,D1 agonist,Vif-A3F inh,RXFP1 antagonist,RXFP1 agonist
COc1cccc(CNC(=O)Cn2nc(N3CCN(c4ccccc4OC)CC3)ccc2=O)c1,-1.5%,-14.7,-3.0,0.1%,0.5,3.4,-0.5%,-8.3,-0.7%
NS(=O)(=O)c1ccc2c(c1)C(=NO)c1cc(S(N)(=O)=O)ccc1-2,-2.6%,-2.0,2.5,-2.2%,-6.2,-0.3,-7.8%,-2.1,-0.5%
COc1cccc(NC(=O)c2ccccc2Br)c1,2.6%,7.1,-6.0,-0.9%,9.4,-0.1,4.6%,2.4,0.0%
